Assay outcomes as filed in PubChem.
Yp Topo-I inh – blocks Yersinia pestis topoisomerase I activity; Y. pestis Topo-I cleavage product accumulation, plate reader; activity, % at 10 µM; 360,000 tested, 0.064% active; AID 504884; in the data active means activity above about 50%, passing the limit was not always enough; inconclusive means no clear call, values can overlap the other calls; further: inactives centre near 2
CCHF vOTU inh – CCHFV vOTU protease inhibition; AID 651958; Pep-AMC fluorescence; 370,000 tested, 0.55% active; inhibition, % at 11.5 µM; in the data active means inhibition above about 30%; further: 0% = vehicle wells with enzyme and 100% = no enzyme wells
3CLpro inhibitor – SARS-CoV 3CLpro protease inhibition; P0C6X7; inhibition, % at 6 µM; 290,000 tested, 0.14% active; recombinant SARS-CoV 3CLpro, quenched FRET peptide cleavage; in the data active means inhibition above about 12%
VHR inh abs – inhibitors of human VHR1 phosphatase (DUSP3); AID 1654; recombinant VHR phosphatase, pNPP absorbance; P51452; inhibition, % at 13.3 µM; 290,000 tested, 0.52% active; in the data active means inhibition above about 50%; further: some compounds called inactive have numbers as strong as hits
PfHsp40 yeast – compounds rescuing yeast from Plasmodium falciparum HSP40 toxicity. 340,000 tested, 0.68% active. growth rescue, % at 12.5 µM. S. cerevisiae expressing PfHsp40, growth rescue, ATP luminescence; in the data active means growth rescue above about 28%, passing the limit was not always enough; inconclusive means no clear call, values can overlap the other calls;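 further: yeast W303a lacking pdr1 and pdr3 grown in galactose medium; growth measured after three days at 30 °C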
BH1578 lux ind – induces V. cholerae light production without autoinducers; V. cholerae BH1578 lux reporter, luminescence, 6 h; activation, % at 18.7 µM; 350,000 tested, 0.16% active; in the data active means activation mostly above about 9.7%, no sharp cut-off; inconclusive means no clear call, values can overlap the other calls; inactive means mostly below about 3.7%; further: not every result past the cut was called active; inactives centre near 0; reference of the scale not given here
SSB-PriA inh – blocks PriA binding to SSB C-terminal tail | inhibition, % at 33 µM | AlphaScreen SSBct-PriA binding, biotinylated peptide | 430,000 tested, 0.6% active; in the data active means inhibition mostly above about 37%, no sharp cut-off; inactive means mostly below about 20%;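 further: plate controls were negative control peptide for no effect and reference peptide for full effect; strong numbers were not always called active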
TcdB inh – blocks C. difficile toxin B glycohydrolase activity; TcdB glycohydrolase enzymatic assay, plate reader; 350,000 tested, 0.24% active; inhibition, % at 9.99 µM; P18177; in the data active means inhibition above about 10%
BoNT-A LC inh2 – inhibitors of Botulinum neurotoxin A light chain protease. multiplex microsphere protease substrate cleavage, flow cytometry. inhibition, % at 10 µM. 360,000 tested, 0.17% active. AID 588499; further: plate controls were buffer without enzyme for full effect and enzyme alone for no effect
Anthrax LF prot – inhibitors of Bacillus anthracis lethal factor protease | P15917 | multiplex microsphere protease cleavage assay, LF | inhibition, % at 10 µM | 360,000 tested, 0.12% active; further: plate controls were buffer without enzyme for full effect and enzyme alone for no effect
Numbers without * were called inactive; i = inactive; ? = inconclusive; / = no result given; & = joins results of further samples. Unless noted, no stated cut-off is given here; in the data, active means inhibition above about 30%; inconclusive means no clear call, values can overlap the other calls; inactive means below that. Some of the compounds tested. The share of hits here may be higher or lower than overall.

Sample of the layout:
SMILES	Yp Topo-I inh	CCHF vOTU inh	3CLpro inhibitor	VHR inh abs	PfHsp40 yeast	BH1578 lux ind	SSB-PriA inh	TcdB inh	BoNT-A LC inh2	Anthrax LF prot
Cc1ccc(C(=O)ONC(=O)c2ccc(Cl)cc2)cc1[N+](=O)[O-]	-9	-2	-5	-16	5.1	i	-10	-9.4	1.7	-8
O=[N+]([O-])c1cc(Cl)c(O)c(-[n+]2c(-c3ccccc3)cc(-c3ccccc3)cc2-c2ccccc2)c1	6	12	-2	11	0.7	i	24	1.3	-3.0	-11
Nc1[nH]c(C(=O)c2ccccc2)c(-c2cccnc2)c1C(=O)NCCc1ccc(Cl)cc1Cl	/	5	/	/	/	/	/	0.7	0.1	7

Results, previewed entries included:
SMILES	Yp Topo-I inh	CCHF vOTU inh	3CLpro inhibitor	VHR inh abs	PfHsp40 yeast	BH1578 lux ind	SSB-PriA inh	TcdB inh	BoNT-A LC inh2	Anthrax LF prot
Cc1ccc(C(=O)ONC(=O)c2ccc(Cl)cc2)cc1[N+](=O)[O-]	-9	-2	-5	-16	5.1	i	-10	-9.4	1.7	-8
O=[N+]([O-])c1cc(Cl)c(O)c(-[n+]2c(-c3ccccc3)cc(-c3ccccc3)cc2-c2ccccc2)c1	6	12	-2	11	0.7	i	24	1.3	-3.0	-11
Nc1[nH]c(C(=O)c2ccccc2)c(-c2cccnc2)c1C(=O)NCCc1ccc(Cl)cc1Cl	/	5	/	/	/	/	/	0.7	0.1	7
Cc1nc(N2CCCCC2)sc1C=O	/	5	0	2	/	/	/	1.0	/	/
COc1ccc(N2CCN(CC(=O)N3CCC(C)CC3)CC2)cc1	8	13	1	16	-0.4	-6.2	-11	/	-3.0	-1
CCOC(=O)C1CCCN(CC(O)COCc2ccccc2OC)C1 (stereo unspecified)	13	7	-6	18	0.1	-0.3	-15	0.5	4.1	-1
CN1CCC(=O)N(CCN=[N+]=[N-])CC1	0	9	-5	20	-1.3	1.2	-10	1.1	0.4	-3
CCn1c2ccccc2c2c3ncc4cccn4c3ccc21	-10	-3	3	13	-0.2	i	-5	0.8	19	-9
Cc1cc(NC(=O)c2ccco2)ccc1-n1cnnn1	-7	-2	0	19	-2.4	i	8	/	0.1	2
Cc1ccc(C(=O)OCC(=O)NCc2cccs2)s1	5	3	/	/	0.1	i	-1	2.0	-6.4	-1
CCN1C(=O)/C(=C/c2nc3ccccc3c(=O)n2-c2ccc(C)cc2)c2ccccc21	-6	-13	2	8	-0.6	-0.2	-2	0.8	-0.7	1
COc1ccccc1NS(=O)(=O)c1ccc2c(c1)N(C(C)=O)CC(C)S2 (stereo unspecified)	13	9	-2	-10	0.0	-5.3	-9	-0.4	0.5	1
Cc1ccc(NC(=O)Cn2nc(C)c(S(=O)(=O)N(C)C)c2C)cc1C	6	0	2	5	-1.3	i	-9	1.4	-0.4	-2
Cc1cc(C(=O)OCc2nnc(-c3ccccc3)o2)c(C)n1-c1ccccc1	31	6	2	19	1.9	i	5	/	-0.4	-3
O=C(Cc1nc(-c2ccc(Br)s2)cs1)NCCN1CCOCC1	5	-4	-5	4	-1.9	-6.7	10	/	1.6	-7
O=C(COC(=O)Cc1ccc(Cl)cc1)NCc1ccc(Cl)cc1	-3	-7	/	/	/	i	/	2.3	-0.3	-4
CC(=O)Nc1ccc(S(=O)(=O)Nc2ccc3c(c2)n(C)c(=O)n3C)c(C)c1	7	-7	-11	35	0.9	-0.4	-3	-5.7	-8.5	-12
COc1cccc(C(=O)COc2ccc(NC(=O)c3cccs3)cc2)c1	13	22	6	33	-0.5	-0.3	9	2.5	0.3	-5
COc1ccccc1-c1c(C)nn2c(N)c(-c3ccccc3)cnc12	-5	12	0	-2	1.8	-0.3	8	0.1	1.4	-1
CCOC(=O)c1sc(=S)n(CC)c1NC(=O)c1ccccc1C	-1	12	8	5	/	i	2	0.7	0.0	-6
CCNc1nc(NC(C)C)nc(NC(C)(C)C)n1	4	2	2	18	2.2	1.5	-7	1.3	-0.2	-2
CCOc1ccccc1C(=O)OCC(=O)Nc1ccc(OC(F)F)cc1	-5	6	-3	10	-0.4	-4.6	-22	/	1.1	2
COc1ccc(-c2c(C)oc3c(CN4CCN(C)CC4)c(O)ccc3c2=O)cc1	0	-94	-1	-6	-1.6	-0.2	-16	0.5	0.7	-2
COc1ccc(C2NCCc3[nH]cnc32)cc1 (stereo unspecified)	-2	8	-2	-1	0.6	-0.5	-6	0.7	-2.1	-11
CC(=O)NC(CC(C)C)C(=O)NC(=O)NCc1ccccc1 (stereo unspecified)	-6	-4	3	8	0.2	-0.4	-2	/	-0.2	1
CC(=O)Cn1nnc2sc3c(c2c1=O)CCC(C(C)(C)C)C3 (stereo unspecified)	14	15	1	17	3.8	-0.3	-15	2.2	0.2	0
CC1CCN(C(=O)C2CC(c3ccc(F)cc3)=NO2)CC1 (stereo unspecified)	6	/	6	20	0.8	-0.4	-8	2.0	-0.2	-2
COc1ccccc1CC(=O)Nc1ccccc1O	8	-22	1	0	1.6	-0.2	-15	/	7.8	-6
CCCN1CCN(CCCNC(=O)C2CCCN(c3nnc(-n4cccc4)s3)C2)CC1 (stereo unspecified)	-2	8	-5	33	-1.5	/	18	/	-0.4	-8
Cn1nnc(NC(=O)CSc2nnnn2-c2ccc(F)cc2)n1	-9	11	2	7	-0.7	-0.3	-14	/	-0.1	-4
Cc1c(CN2CCCC(C(=O)c3cccc(Cl)c3)C2)c(=O)n(-c2ccccc2)n1C (stereo unspecified)	22	-6	6	35	-1.6	-0.3	-5	-0.9	0.0	-1
CCCC(=O)Nc1ccc(Sc2ccc([N+](=O)[O-])cc2)cc1	-5	9	6	-2	0.0	-0.1	-11	/	-0.6	-8
COc1ccccc1-c1nnc(NC(=O)c2ccc(S(=O)(=O)N(C)CC3CCCO3)cc2)o1 (stereo unspecified)	0	15	1	24	0.4	-0.2	23&3	0.3	1.2	2
O=C(Nc1ccc([N+](=O)[O-])cc1)C1CC12CCC2 (stereo unspecified)	-6	3	1	7	0.7	-0.3	-17	-2.4	-0.4	0
CC1(C)C2CCC1(C(=O)O)c1nc3ccccc3nc12 (stereo unspecified)	6	-5	-4	16	-2.2	i	-17	-0.9	-1.0	-4
CO/N=C/C(=N\Nc1ccc(OC)cc1)C(=O)c1ccc(F)cc1	3	-1	0	6	-1.7	-0.2	/	0.1	-1.1	-6
COc1cc2oc(=O)cc(CN3CCN(c4ccccc4F)CC3)c2cc1Cl	/	1	/	/	/	/	/	-0.8	-0.1	5
CC(C)C[C@H]1CNC(=S)N1C[C@H]1CCCN1C[C@H](Cc1ccc(O)cc1)N1C[C@H](Cc2ccc(O)cc2)N(CC2CCCCC2)C1=S	/	6	/	/	/	/	/	-0.9	-0.4	-4
Cc1nc2nc[nH]n2c(=O)c1NC(=O)c1cccc(OCC(C)C)c1	7	1	-5	11	-1.9	-0.2	-4	/	0.2	-6
CCn1c(SCC(=O)Nc2ccccc2C)nnc1-c1ccccc1O	10	-10	-2	-1	1.5	-5.4	-3	/	-0.2	0
Cc1cc(NCCO)c2ccccc2n1	0	1	-3	26	-0.9	3.2	-8	/	0.8	-1
O=C(CSc1nnc(Cn2nnc3ccccc32)o1)Nc1cccc(Cl)c1	2	-5	4	2	-0.8	i	-5	/	0.0	2
COc1ccc(OC)c(NC(=O)CSc2ccc3ccccc3c2)c1	28	1	3	5	12	i	-23	/	-0.9	-4
CC(=O)c1cccc(NC(=O)N2C[C@H]3C[C@@H](C2)c2cccc(=O)n2C3)c1	-2	9	-2	12	0.1	-0.3	/	2.1	0.4	-4
Cc1ccccc1N1C(=O)C2ON(c3ccccc3)C(c3ccco3)C2C1=O (stereo unspecified)	-7	0	10	-5	-0.1	-0.3	-5	1.4	-0.8	0
CCC(=O)Nc1cc(C(=O)OC(C(=O)c2ccc(C)c(C)c2)c2ccccc2)ccc1C (stereo unspecified)	-3	3	3	10	0.6	0.0	-7	/	?	?
COC(=O)CCC/C=C1/SCC(NC(=O)c2ccccc2)/C1=N/O (stereo unspecified)	-3	-9	-1	47	0.3	-0.2	/	0.1	-1.8	1
Cc1cccc(C)c1-n1c(C)nn(-c2ncc(C(F)(F)F)cc2Cl)c1=O	-9	3	6	17	-0.4	-3.3	2	0.6	0.0	2
CSc1nc(C)cc(OCC#N)n1	8	-2	4	14	0.2	-0.3	-10	/	1.0	-2
CC12CCC3C(CCC4C/C(=N/O)CCC43C)C1CCC2O (stereo unspecified)	2	-14	1	-5	-2.3	-0.3	/	0.7	-0.2	0
COc1cccc(NC(=O)C2C3C=CC4(O3)C2C(=O)N(CCN2CCCCC2)C4C(=O)NC2CCCCC2C)c1 (stereo unspecified)	-5	3	4	26	6.0	i	1	0.2	-2.2	18
O=C(Nc1ccc(O)cc1)c1cc2ccccc2c(=O)s1	3	9	2	18	0.8	-1.8	-15&13	3.0	-0.5	-2
Cc1cc2nc(/C(C#N)=C\c3ccc(-c4ccccc4C(=O)O)o3)[nH]c2cc1C	8	-6	-10	15	-1.4	0.4	-6	1.3	/	/
C=CCn1cc(C(=O)N2CCc3ccccc3C2)c(=O)c2cc(S(=O)(=O)N(CC)CC)ccc21	15	-10	5	-14	-0.5	-1.4	13	/	-0.2	0
Cc1onc(-c2ccccc2)c1C(=O)NC(CC(=O)O)c1ccc(OC(C)C)cc1 (stereo unspecified)	9	6	-3	10	1.1	/	6	/	1.5	5
COC(=O)CSc1nnc(C)n1-c1cccc(C#N)c1	11	-1	-10	-2	-0.3	i	-20	0.9	-5.8	-1
O=c1nc(N2CCOCC2)ccn1-c1nc(-c2ccccc2)oc1-c1ccccc1	-1	-3	-3	3	0.0	-3.6	-2	1.9	1.9	2
COc1ccc(N2CC(C(=O)Nc3ncccc3C)CC2=O)cc1 (stereo unspecified)	-6	10	-1	11	1.3	-0.6	2	/	-0.1	0
CSc1ncccc1C(=O)OCC(=O)NC1CCCCC1	-3	5	/	/	-0.1	i	-9	0.1	0.0	-1
O=C(Nc1ccc2c(c1)C(=O)NC2=O)c1ccc(S(=O)(=O)N2CCCC2)cc1	3	-26	-4	6	1.2	-0.2	1	5.5	0.1	0
Following part:
SMILES	Yp Topo-I inh	CCHF vOTU inh	3CLpro inhibitor	VHR inh abs	PfHsp40 yeast	BH1578 lux ind	SSB-PriA inh	TcdB inh	BoNT-A LC inh2	Anthrax LF prot
COC(=O)CCC(=O)OC1(C)C(=O)C=C2C=C(C3CC3)N(Cc3ccc4c(c3)OCO4)C=C2C1=O (stereo unspecified)	-2	9	/	26	-1.4	i	4	-0.8	2.0	-10
S=C(NN=C1CCCCCC1)Nc1ccc(Cl)cc1	1	-3	3	6	0.0	-7.1	1	-1.4	-0.7	1
CC(C)n1c(=S)[nH]c2cc(C(F)(F)F)ccc21	-6	4	-3	22	0.7	i	-4	1.6	-0.5	9
C[C@]12CCC3c4ccc(OCC(=O)O)cc4CCC3C1CCC2=O (stereo partly specified)	1	-7	1	3	1.2	0.6	6	-0.3	-2.5	1
Cc1ncoc1C(=O)N1CCc2c([nH]c3ccccc23)C1C1CCCCC1 (stereo unspecified)	0	-13	4	40	-1.1	-0.8	14	1.3	-0.9	-1
FC(F)(F)c1cc(-c2ccccc2)nc(NCc2cccnc2)n1	15	12	-2	36	1.1	-1.3	-4	/	-0.2	1

Reformatted bar-delimited: part of the list above
molecule | Yp Topo-I inh | CCHF vOTU inh | 3CLpro inhibitor | VHR inh abs | PfHsp40 yeast | BH1578 lux ind | SSB-PriA inh | TcdB inh | BoNT-A LC inh2 | Anthrax LF prot
CC(C)n1c(=S)[nH]c2cc(C(F)(F)F)ccc21 | -6 | 4 | -3 | 22 | 0.7 | i | -4 | 1.6 | -0.5 | 9
C[C@]12CCC3c4ccc(OCC(=O)O)cc4CCC3C1CCC2=O (stereo partly specified) | 1 | -7 | 1 | 3 | 1.2 | 0.6 | 6 | -0.3 | -2.5 | 1
Cc1ncoc1C(=O)N1CCc2c([nH]c3ccccc23)C1C1CCCCC1 (stereo unspecified) | 0 | -13 | 4 | 40 | -1.1 | -0.8 | 14 | 1.3 | -0.9 | -1
